Screening results from PubChem BioAssay.
CYP2C19 act – human CYP2C19 activators, primary screen, biochemical, luminescence; Cytochrome P450 2C19 (Homo sapiens), P33261; recombinant CYP2C19, luciferin-H EGE luminescence; active compounds read high; 0 = fully inhibited enzyme, 1 = untreated enzyme; activation factor at 5 µM; 96,000 tested, under 10 active;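 active means activation factor of at least 2 at 5 µM in the primary screen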;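 further: 0 = wells with 2.5 mM tranylcypromine and 1 = vehicle-only wells; values of inactives mirror those of a sister screen read the other way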
CYP2C19 inh – blockers of cytochrome P450 2C19 activity – biochemical, luminescence, ADME assay, primary screen | CYP2C19 Supersomes, luciferin-H EGE luminescence, 30 min | inhibition, % at 5 µM | 96,000 tested, 21% active;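 active means CYP2C19 inhibition above a set limit at 5 µM in the primary screen, cut at about 50% in these data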;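 further: plate controls were negative control wells for no effect and 2.5 mM tranylcypromine positive control for full effect; values of inactives mirror those of a sister screen read the other way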
CYP2C9 act – human CYP2C9 activators, primary screen, biochemical, luminescence | recombinant CYP2C9, luciferin-H conversion; active compounds read high; factor 1 = untreated enzyme, 0 = blocked | activation factor at 5 µM | Cytochrome P450 2C9 (Homo sapiens), P11712 | 96,000 tested, 1.4% active;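 active means activation factor of 2 or more for CYP2C9 at a 5 µM dose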;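 further: 0 = sulfaphenazole-blocked wells and 1 = vehicle-only wells; values of inactives mirror those of a sister screen read the other way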
PLAP activator – PLAP enzyme activators, biochemical, luminescence, HTS | Alkaline phosphatase, placental type (Homo sapiens), P05187 | 96,000 tested, 1.2% active | purified PLAP enzyme, luminescent substrate read-out; active compounds read high | AID 696, 2007 | activation fold at 20 µM; in the data active means activation fold above about 2
Ecoli WT expand – growth inhibitors of wild-type E. coli, primary screen, strain BW25113, expanded library, OD600; OD600 absorbance; growth inhibition, % at 100 µM; 98,000 tested, 0.15% active; AID 710, 2007;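 active means growth inhibition above about 50% at one test dose, limit read from the data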;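 further: growth measured after 20 h incubation at 37 °C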
PTK2B oligo ant – antagonists of Pyk2 self-association, primary screen, Q293 cells, FERM NanoBiT luminescence, HTS; Protein-tyrosine kinase 2-beta (Homo sapiens), Q14289; active compounds read low; 99,000 tested, 0.83% active; AID 1347419, 2020; z-score (the deposit names both 25 µM and 10 µM);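 active means Z-score of -3 or lower, scaled per plate to the spread of control and sample wells; inactive means z-score above -3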;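 further: negative z-score means lost luminescence so less FERM oligomerization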
Target sequence (Q14289 whole entry, looked up): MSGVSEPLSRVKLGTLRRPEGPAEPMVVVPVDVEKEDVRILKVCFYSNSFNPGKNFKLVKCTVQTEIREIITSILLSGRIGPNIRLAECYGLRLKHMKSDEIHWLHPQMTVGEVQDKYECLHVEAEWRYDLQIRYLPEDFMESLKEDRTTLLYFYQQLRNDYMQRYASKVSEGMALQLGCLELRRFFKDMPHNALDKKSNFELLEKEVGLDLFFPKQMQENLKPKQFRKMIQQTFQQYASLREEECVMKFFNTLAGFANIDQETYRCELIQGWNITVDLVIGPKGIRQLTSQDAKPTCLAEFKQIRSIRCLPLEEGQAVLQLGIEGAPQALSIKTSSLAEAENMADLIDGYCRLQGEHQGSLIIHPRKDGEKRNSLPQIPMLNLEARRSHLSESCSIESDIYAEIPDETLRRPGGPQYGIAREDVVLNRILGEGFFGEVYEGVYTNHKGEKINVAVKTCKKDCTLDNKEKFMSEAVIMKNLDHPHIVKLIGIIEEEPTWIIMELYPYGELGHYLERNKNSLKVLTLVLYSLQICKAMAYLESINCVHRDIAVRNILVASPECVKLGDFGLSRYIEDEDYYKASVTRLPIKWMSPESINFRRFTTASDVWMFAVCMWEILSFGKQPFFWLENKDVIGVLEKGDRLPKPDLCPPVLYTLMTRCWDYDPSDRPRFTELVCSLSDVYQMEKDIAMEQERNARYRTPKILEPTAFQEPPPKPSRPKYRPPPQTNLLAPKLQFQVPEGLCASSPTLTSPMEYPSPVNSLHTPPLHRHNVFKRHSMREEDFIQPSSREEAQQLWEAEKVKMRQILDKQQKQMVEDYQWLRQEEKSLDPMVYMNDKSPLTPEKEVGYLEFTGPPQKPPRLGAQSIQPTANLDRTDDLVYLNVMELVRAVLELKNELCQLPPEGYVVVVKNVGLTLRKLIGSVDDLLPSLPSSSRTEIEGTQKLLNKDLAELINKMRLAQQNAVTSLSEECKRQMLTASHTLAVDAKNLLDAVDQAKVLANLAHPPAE
CYP2C9 inhib – blockers of cytochrome P450 2C9 activity – biochemical, luminescence, ADME assay, primary screen. P11712. CYP2C9 Supersomes, luciferin-H conversion. inhibition, % at 5 µM. 96,000 tested, 20% active;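 active means blocking of liver enzyme CYP2C9 beyond about 50% at 5 µM, limit read from the data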; further: values of inactives mirror those of a sister screen read the other way
PostGolgi yeast – phenotypic screen on post-Golgi transport, primary screen; post-Golgi transport phenotypic cell assay; inhibition, % at 10 µM; 98,000 tested, 0.9% active; in the data active means inhibition above about 30%;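 further: yeast cells grown in 1536-well plates; yeast grown about 18 h at 30C before absorbance read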
EphB4 antag – EphB4-ephrin-B2 interaction antagonists, primary screen, biochemical, TNYL-RAW peptide probe, fluorescence polarization | Ephrin type-B receptor 4 (Homo sapiens), P54760 | EphB4 LBD / TNYL-RAW-Alexa532 peptide | inhibition, % at 7 µM | 97,000 tested, 0.15% active | AID 720, 2007;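 active means inhibition above the screen-wide mean inhibition plus 3 SD, cut at about 15% in these data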;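 further: 0% = DMSO wells and 100% = excess unlabeled TNYL-RAW peptide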
* marks the source's active call; other numbers are inactive results; x = not tested or not shown.

SMILES	CYP2C19 act	CYP2C19 inh	CYP2C9 act	PLAP activator	Ecoli WT expand	PTK2B oligo ant	CYP2C9 inhib	PostGolgi yeast	EphB4 antag
Cc1c(NC(=O)c2ccccc2N)cccc1C(=O)O	0.8	15	1	1	-13	-0.06	0	1	-2
CCSc1cc(C)nc2c(-c3ccccc3)c(C)nn12	0.9	15	0.9	1	1	-1.3	11	-10	5
Cn1c(=O)[nH]c(=O)c2c1nc(Sc1nc3ccccc3s1)n2Cc1ccccc1	0.8	19	0.8	1.2	-1	-0.63	22	3	3
COc1cccc(C(=O)Nc2nc(-c3ccc4c(c3)OCO4)cs2)c1	0.8	15	0.5	0.9	-15	x	48	-3	2
COc1cc(-c2noc(CCCC(=O)NCc3ccco3)n2)cc(OC)c1OC	x	x	x	x	-2	-0.04	x	2	2
Cc1ccc(-c2nc3ccccc3s2)cc1S(=O)(=O)N1CCCC1	0.3	69*	0.1	1.6	2	-2.7	93*	28	6
CCOc1ccccc1NC(=O)C1CCC(CNc2c(N3CCOCC3)c(=O)c2=O)CC1 (stereo not drawn)	1.1	-13	1.3	1.1	-6	x	-30	-3	x
COc1ccc(NC(=O)C2C3CCC(C3)C2C(=O)O)cc1OC (stereo not drawn)	1	-4	0.9	0.8	4	1	8	-5	0
COC(=O)c1ccc(C(=O)OC)c(NC(=O)c2cnc3n(c2=O)CCS3)c1	x	x	x	x	-10	-0.93	x	5	-5
CCOC(=O)c1[nH]c(C)c(C(=O)NCCN2CCOCC2)c1C	1.2	-16	1.2	0.9	5	x	-17	3	4
Nc1ccc2nn(-c3cccc4ccccc34)nc2c1	0.5	49	0.5	0.9	-2	-0.44	51*	22	-3
COC(=O)C1=C(C)NC(=O)NC1c1ccsc1 (stereo not drawn)	1.1	-5	1	1.1	1	0.91	-1	4	3
Cc1ccccc1NC(=S)N1CCC(C(=O)c2ccc(F)cc2)CC1	0.8	19	1	1	-2	-0.03	2	-8	5
CCn1c(COc2ccc3c(c2)OCO3)nnc1SCC(=O)c1ccccc1	0.7	29	1	0.9	-4	0.49	0	-1	1
COc1ccc(CCC(=O)NCCc2cn3c(C)csc3n2)cc1	0.5	53*	1	1.6	-4	x	2	-2	1
CCOC(=O)N1CCN(C(=O)c2ccc(N(C)S(C)(=O)=O)cc2)CC1	1.1	-5	1	1.2	-11	0.04	-4	-3	5
Cc1ccccc1N1C(=O)CC(Sc2nnc(-c3ccccc3)o2)C1=O (stereo not drawn)	0.6	41	0.6	1	5	-0.63	36	-4	-6
Cn1c(SCC(=O)Nc2ccccc2F)nnc1-c1cc2ccccc2o1	0.8	16	0.8	0.9	-12	1.5	17	-4	-1
O=C(NCc1ccc(C(F)(F)F)cc1)C12CN(Cc3ccccc3)CC1C(c1cccc([N+](=O)[O-])c1)=NO2 (stereo not drawn)	0.5	47	0.5	1.1	-3	x	45	-6	1
Cc1ccnc(-n2sc3ccccc3c2=O)n1	0.9	10	0.7	1.1	-7	-0.27	30	-6	-5
COc1ccc(C2(CNC(=O)/C=C\c3ccco3)CCCC2)cc1OC	0.7	28	0.6	1.4	4	0.58	36	-7	3
Cc1cc([N+](=O)[O-])ccc1NCc1cccc([N+](=O)[O-])c1	1	-4	1	1	-11	0.58	-2	-25	-3
COc1ccc(NC(=O)c2[nH]c(C)c(C(C)=O)c2C)cc1Cl	0.8	24	1.1	1.4	2	2	-14	-2	-5
O=C(C1CCN(S(=O)(=O)Cc2ccccc2)CC1)N1CCCc2ccccc21	0.4	62*	0.5	1.1	5	-0.66	52*	2	-4
COc1cccc(CC(=O)Nn2c(C)nc3ccccc3c2=O)c1	0.6	40	0.1	0.9	-7	2.9	87*	1	1
O=c1c(-c2ccccc2)coc2c(CN3CCCC3)c(O)ccc12	1	3	0.9	1.2	3	0.04	10	16	-5
Cc1ccc(C(=O)CSc2nnc(-c3ccco3)n2Cc2ccccc2)cc1	0.4	58*	0.4	0.9	-1	-1.5	62*	7	1
COC(=O)C1CSC(C(=O)OC)N1C(=O)Nc1c(C)cccc1C (stereo not drawn)	0.6	42	0.9	1	3	-0.16	6	-5	2
CSc1nc(C)cc(SC(C(C)=O)C(=O)Nc2ccccc2)n1 (stereo not drawn)	0.9	12	0.3	1.2	-5	0.44	65*	-10	3
Cc1csc(SCC(=O)NC2CCCCC2)n1	1.2	-16	1.4	0.8	5	0.61	-42	3	0
O=C(Nc1ccc(Cl)cn1)c1ccc(-c2cc(Cl)ccc2Cl)o1	1	-2	0.9	0.9	-5	x	8	2	10
CCc1ccc(N2CC(C(=O)Nc3cc(C)ccc3F)CC2=O)cc1 (stereo not drawn)	0.1	86*	0.1	1.1	-7	-0.35	91*	-7	-3
COc1ccc(CNC(=O)CSCc2cnn(-c3ccccc3)c2-n2cccc2)cc1	0	96*	0	x	23	-0.41	98*	-8	-6
S=C(NCCc1ccccc1)Nc1ccc(Cl)cc1Cl	0.1	86*	0.5	1	23	-1.4	46	-10	-6
Cc1ccccc1Nc1nnc(SCC(=O)NC(=O)NCc2ccco2)s1	0.6	40	0.5	1.1	-9	-0.55	45	-2	x
COc1ccc(C(=O)c2nc3c(n2O)CCCCC3)cc1	1.1	-14	0.9	1	0	-0.19	14	-3	0
COCCn1c(C)cc(C(=O)COC(=O)c2ccc3ncsc3c2)c1C	0.7	29	2*	1.1	0	1.2	-99	-14	-14
Clc1ccc(Nc2nc(C3CC3)cs2)cc1	0.8	21	0.9	0.7	26	x	7	5	-1
C/C(Cl)=C\Cn1c(N2CCCC2)nc2c1c(=O)[nH]c(=O)n2C	1	-1	1.1	0.9	22	-0.41	-9	-3	2
Cc1nc2ccc(NC(=O)N3CCC(c4ccccc4)C3)cc2nc1C (stereo not drawn)	0.7	28	0.5	1.5	5	-0.37	51*	4	-4

3 compounds out of the list, ordered by count of non-hydrogen atoms, largest number first:
SMILES	CYP2C19 act	CYP2C19 inh	CYP2C9 act	PLAP activator	Ecoli WT expand	PTK2B oligo ant	CYP2C9 inhib	PostGolgi yeast	EphB4 antag
O=C(Nc1ccc(Cl)cn1)c1ccc(-c2cc(Cl)ccc2Cl)o1	1	-2	0.9	0.9	-5	x	8	2	10
C/C(Cl)=C\Cn1c(N2CCCC2)nc2c1c(=O)[nH]c(=O)n2C	1	-1	1.1	0.9	22	-0.41	-9	-3	2
Cc1csc(SCC(=O)NC2CCCCC2)n1	1.2	-16	1.4	0.8	5	0.61	-42	3	0

Next entries follow:
SMILES	CYP2C19 act	CYP2C19 inh	CYP2C9 act	PLAP activator	Ecoli WT expand	PTK2B oligo ant	CYP2C9 inhib	PostGolgi yeast	EphB4 antag
COc1cccc(C(=O)Nc2ccc(NC(C)=O)cn2)c1	x	x	x	x	2	-1.1	x	10	12
CN(C(=O)c1ccc(Cl)c(S(=O)(=O)N2CCOCC2)c1)c1ccccc1C(=O)O	1.1	-8	0.9	1.1	-5	1.3	7	-8	7
CCOC(=O)c1c(C2CCN(C(=O)OCC)CC2)nc2ccccn12	0.7	34	0.3	1.7	6	x	72*	-8	-4
COc1ccc(CNCC(O)(c2ccc(Cl)cc2)c2ccc(Cl)cc2)cc1OC	0.7	31	0.8	1.4	1	-0.5	25	-2	-5
CCCOc1ccccc1C1NC(=O)NC(C)=C1C(=O)OCCOC (stereo not drawn)	0.5	54*	0.8	1	11	0.02	22	3	-4
CCN1C(=O)CSc2ccc(C(=O)NCCCN3CCOCC3)cc21	1.2	-17	1.2	1.2	7	0.93	-16	-1	-2
COc1ccc(NC(=O)N2CC(C)OC(C)C2)cc1OC (stereo not drawn)	1.1	-10	1.2	1.2	-2	0.43	-22	3	-8
COc1ccc(/C=N/n2c(SC)nnc2-c2ccccc2)c(OC)c1OC	0.2	79*	0.3	1.5	1	-2.1	67*	0	-1
CCc1cccc(CC)c1N(COC)C(=O)Cn1c(CO)nc2ccccc21	0.6	36	0.5	1.7	-2	-0.44	51*	17	-4
CCSC1=N/C(=C\c2ccc(C(=O)O)cc2)C(=O)S1	0.9	6	1	0.9	1	-0.12	2	-1	-2
O=C(Nc1c(Cl)cccc1Cl)C1CCC1	1	0	1	0.9	7	-0.45	1	4	-2
Cc1ccc(OCC(=O)NCC(=O)n2nc(C)cc2C)cc1	0.5	48	2.3*	1	2	0.97	-128	-3	-1
Cc1ccc(S(=O)(=O)N(CC(=O)N/N=C/c2ccc(F)cc2)c2cccc3cccnc23)cc1	0.9	13	0.9	0.9	-18	-0.75	10	4	-2
COC(=O)C(NC(=O)c1ccccc1)=C1CCCCC1	0.8	25	0.6	1	2	1.9	42	-6	1
CCOc1cc(-c2nc(-c3ccccc3)c(-c3cc([N+](=O)[O-])ccc3C)[nH]2)ccc1O	0.9	14	0.4	0.7	0	-1.3	57*	-9	6
CC(=O)Nc1ccc2[nH]c(C)cc(=O)c2c1	1.1	-9	1.1	0.9	-2	-0.19	-9	0	-8
c1csc(-c2csc3nc(CN4CCOCC4)nc(NCc4ccc5c(c4)OCO5)c23)c1	0.2	79*	0.2	1.4	-27	-2.6	84*	-3	-3
COc1cccc(Nc2nnc(SCc3cc([N+](=O)[O-])cc4c3OCOC4)s2)c1	0.2	82*	0.9	1	-4	-3.3*	12	-1	1
CCNc1nc(Cl)nc(N(NC(C)=O)C(C)CC)n1 (stereo not drawn)	1	5	1.2	1.1	5	-0.4	-19	-2	-7
O=S(=O)(NCC(c1cccnc1)N1CCN(c2ccccc2)CC1)c1cccs1 (stereo not drawn)	0.1	92*	0.3	1.6	-7	-0.28	71*	88*	-4
N#CCCSCc1ccc(C(=O)O)o1	1.1	-8	0.7	1	2	-0.35	32	7	-9
N#CCc1ccc(C(=O)c2ccccc2F)s1	0.7	25	1	0.9	7	0.49	4	4	-5
CSC1=C(C#N)C(c2ccccc2C)C(C#N)=C(N)N1 (stereo not drawn)	0.1	86*	0	0.8	4	-1.1	99*	2	4
CCc1nc2cc(C)nn2c2nc3ccccc3n12	0.9	14	0.9	1.4	5	-0.18	10	-10	9
S=C(NCc1ccco1)Nc1ccc(Cl)c(Cl)c1	0.5	53*	0.6	0.9	47	0.63	36	4	-3
CC(C)Oc1ccc(CNC(=S)N/N=C/c2ccc([N+](=O)[O-])cc2)cc1	1	-4	0.6	0.9	-5	0.66	36	25	4
Cc1ccc(N(Cc2cc3ccccc3[nH]c2=O)C(=O)c2ccco2)c(C)c1	0.9	8	0.8	0.9	2	-1.5	19	27	-2
COC(=O)c1cc(-c2ccccc2)n[nH]1	0.7	35	1	1.1	10	-0.49	-1	12	0
Cc1ccc(S(=O)(=O)N2CCC(C(=O)NCCCN3CCCCCC3)CC2)cc1	0.9	7	0.9	1.2	2	0.6	9	-2	-2
Cc1cc(NC(=O)C2CCC2)n(-c2ccccn2)n1	0.6	38	3*	1.1	0	0.28	-195	-4	x
CCOc1ccc(C2CC(=O)NC(SCC(=O)OC)=C2C#N)cc1 (stereo not drawn)	0.6	41	0.3	1.2	-4	x	69*	2	0
CCOC(=O)C1CCN(C(=O)COC(=O)COc2ccccc2OC)CC1	1	5	1.2	1.3	-4	-0.14	-22	-11	6
CCN(CC)c1ccc(/C=C(/C#N)c2nc3ccc(C)cc3[nH]2)c(OC(C)C)c1	0.4	60*	0.3	0.7	-14	-3.1*	72*	-7	-1
O=C1CC(N2CCC(O)(c3ccc(Cl)cc3)CC2)C(=O)N1Cc1ccc(N2CCCC2=O)cc1 (stereo not drawn)	0.2	80*	0.5	1.2	7	1.5	48	7	-8

This is a random part of the collection; 31% or so of the library scored in one or more.
